# EPAC2 ag: agonists of human EPAC2 (RAPGEF4) | Q8WZA2 | EPAC2 activation, biochemical qHTS; response scale: 100% = 6.5 mM cAMP response | AID 720711 | Potency, µM (titrated, usually from 154 µM), for inactives: at the highest dose activation, most hits filed as activators | 360,000 tested, 0.079% active; note: potency is the fitted concentration of half-maximal effect; nearly all actives have a fitted effect of over 50% in size
# Target sequence (Q8WZA2 whole entry, looked up): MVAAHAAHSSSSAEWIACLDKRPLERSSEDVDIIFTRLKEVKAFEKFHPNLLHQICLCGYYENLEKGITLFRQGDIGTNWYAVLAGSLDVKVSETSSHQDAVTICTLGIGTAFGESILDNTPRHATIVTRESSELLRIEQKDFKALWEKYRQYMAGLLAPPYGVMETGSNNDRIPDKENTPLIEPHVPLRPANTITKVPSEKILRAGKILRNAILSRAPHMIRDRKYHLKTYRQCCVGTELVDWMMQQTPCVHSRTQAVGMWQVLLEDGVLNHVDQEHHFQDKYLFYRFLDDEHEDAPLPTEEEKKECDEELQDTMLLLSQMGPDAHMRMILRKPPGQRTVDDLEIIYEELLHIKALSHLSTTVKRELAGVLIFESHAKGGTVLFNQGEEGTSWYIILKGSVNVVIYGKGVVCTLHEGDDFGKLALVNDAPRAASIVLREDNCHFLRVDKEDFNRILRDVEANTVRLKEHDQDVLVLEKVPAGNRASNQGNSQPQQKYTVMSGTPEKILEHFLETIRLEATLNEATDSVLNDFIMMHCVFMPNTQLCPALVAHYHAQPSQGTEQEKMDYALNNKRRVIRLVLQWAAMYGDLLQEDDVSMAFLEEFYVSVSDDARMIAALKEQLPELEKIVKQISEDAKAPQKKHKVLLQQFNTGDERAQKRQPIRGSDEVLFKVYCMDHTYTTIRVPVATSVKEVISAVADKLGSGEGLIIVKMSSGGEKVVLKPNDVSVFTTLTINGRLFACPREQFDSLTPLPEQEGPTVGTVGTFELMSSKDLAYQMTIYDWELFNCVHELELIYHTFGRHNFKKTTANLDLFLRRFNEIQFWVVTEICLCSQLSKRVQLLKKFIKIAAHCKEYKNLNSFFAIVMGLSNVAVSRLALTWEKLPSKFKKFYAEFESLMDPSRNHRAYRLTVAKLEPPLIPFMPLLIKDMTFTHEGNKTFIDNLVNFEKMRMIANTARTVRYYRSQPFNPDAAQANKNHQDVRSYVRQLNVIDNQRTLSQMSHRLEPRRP
#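 Readout is BODIPY fluorescence (480 nm excitation, 540 nm emission), which falls as labeled GDP is exchanged off Rap1B. EPAC2 at 100 nM acted on 250 nM RAP1B-BODIPY-GDP with 50 uM GDP present.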
# HepG2 tox: counter-screen for TGF-b inhibitors: cytotoxicity in HepG2 cells | HepG2 CAGA-GFP viability, ATP luminescence, 18 h | Potency, µM (top dose mostly 46.1 µM), for inactives: at the top dose activity change, negative = cytotoxicity, most hits filed as cytotoxic | 410,000 tested, 0.76% active; note: potency is the fitted concentration of half-maximal effect; some results filed as inactive show a strong effect at the top dose
#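 HepG2 CAGA-GFP cells (1000/well, DMEM with 1% FBS) received compound, then TGF-beta at 500 pg/mL final, and were incubated 18 hours at 37 degrees C. Viability was read by CellTiter-Glo luminescence. Media-only wells were set as complete cell-killing and DMSO as no toxicity.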
# ATXN2 expr inh: ATXN2 expression inhibition | 360,000 tested, 0.72% active | HEK-293 ATXN2-luciferase reporter, luminescence, 24 h | Potency, µM (series often up to 57 µM), for inactives: at the highest dose activity change, negative = inhibition, actives largely listed as inhibitors; note: potency is the fitted concentration of half-maximal effect; % is set by controls: 0 for no effect and ±100 for the full control effect; nearly all actives have a fitted effect of over 55% in size
#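 ATXN2-luciferase reporter cells (luciferase flanked by upstream and downstream ATXN2 gene portions) were treated 24 h at 37 °C with compounds at up to 57 uM. SteadyGlo luminescence gave expression; GF-AFC fluorescence gave viability.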
# A549 viability: counter-screen for Nrf2 inhibitors: cytotoxicity in A549 cells | A549 ARE-Fluc cells, CellTiter-Fluor viability, 18-24 h | Potency, µM (series often up to 46 µM), without a hit: at the highest dose activity change, negative = cytotoxicity, hits mostly inhibitors | 390,000 tested, 0.16% active; note: potency is the fitted concentration of half-maximal effect; % is set by controls: 0 for no effect and ±100 for the full control effect
#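 Cytotoxicity counterscreen: CellTiter-Fluor fluorescence was measured in A549 ARE_Fluc cells after 18-24 h of compound exposure in a concentration series. The subsequent BugLite luminescent read reports ARE-luciferase activity.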
# IL-2 act: IL-2 activation; IL-2 activation reporter assay, cell-based qHTS; stimulated with anti-CD3/CD4/CD28 beads; in transgenic mouse T cells; activation, % (series mostly up to about 46 µM); 360,000 tested, 0.065% active; AID 652025; in the data active = activation above about 50%; inconclusive = mostly about 30% to 49%; note: 0% is about no effect
#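 Unstimulated transgenic mouse T cells preincubated 60 min with compound, then stimulated with anti-CD3/anti-CD4-coated beads plus anti-CD28 for 18 h at 37 degrees C. IL-2 response read as EGFP and DsRed fluorescence by plate cytometry.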
# Nrf2 activator: activators of Nrf2 (ARE) signaling; 410,000 tested, 0.31% active; AREc32 ARE-luciferase reporter (MCF7-derived line), luminescence, 24 h; AID 624171; Potency, µM (doses to about 46.1 µM), inactives show at the top dose activation, usual class: activators; note: potency is the fitted concentration of half-maximal effect; % of control where 0% means no effect; nearly all actives have a fitted effect of over 65% in size
#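 Reporter line AREc32 (ARE-Fluc), seeded overnight in OPTI-MEM with 5% FBS; compound pin-transferred, 24 hr at 37 deg C, 5% CO2; luminescent read-out.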
# Nrf2 block: inhibitors of Nrf2 signaling. Potency, µM (highest dose often 46 µM), for the others: at the top dose activity change, negative = inhibition, actives largely listed as inhibitors. AID 504444. 360,000 tested, 2.1% active. A549 ARE-Fluc reporter, luciferase luminescence, 18-24 h; note: potency is the fitted concentration of half-maximal effect; % is set by controls: 0 for no effect and ±100 for the full control effect; nearly all actives have a fitted effect of over 60% in size
#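 Quantitative HTS in A549 cells stably bearing an antioxidant response element-firefly luciferase construct. Inhibition of Nrf2-driven transcription was scored by luminescence after 18-24 h of compound exposure at 37 °C.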
# S2 tox: cell viability loss in ATXN counter-screen | S2 cells (HEK-293 line with an ATXN2-luciferase reporter) viability, CellTiter-Fluor protease fluorescence, 24 h | 400,000 tested, 0.49% active | Potency, µM (highest dose often 56.7 µM), actives largely listed as cytotoxic; note: potency is the fitted concentration of half-maximal effect; nearly all actives have a fitted effect of over 40% in size
# TGFb inhibitor: TGF-b pathway inhibition; 410,000 tested, 1.2% active; AID 588855; Potency, µM (top dose mostly 46.1 µM), inactives show at the top dose activity, negative = inhibition, usual class: inhibitors; HepG2 CAGA-GFP TGF-b/SMAD3 reporter, GFP fluorescence, 18 h; TGF-beta stimulated, 500 pg/mL final; note: potency is the fitted concentration of half-maximal effect; % is set by controls: 0 for no effect and ±100 for the full control effect; nearly all actives have a fitted effect of over 65% in size
#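 TGF-beta reporter screen: HEPG2 CAGA-GFP, 1% FBS, 500 pg/mL TGF-beta final, 18 h; per-cell GFP summed per well; curves fitted and categorized by class.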
# The depositor's hits bear a star; i = inactive; u = inconclusive; x = no result given; & = joins results of further samples; [ ] = another dose, or the depositor's remark. Unless noted, calls come from the whole dose curve; as a rule, active = well fitted curve in the direction sought with a large enough effect; inconclusive = small, poorly fitted or top-dose-only effect, or another doubt; inactive = no such curve, though single readings can be large; an effect the other way counts as inactive or inconclusive.
SMILES,EPAC2 ag,HepG2 tox,ATXN2 expr inh,A549 viability,IL-2 act,Nrf2 activator,Nrf2 block,S2 tox,TGFb inhibitor
C[C@@H](C(=O)Nc1nc(-c2ccccn2)cs1)N1C(=O)C2CCCCC2C1=O (some centres undefined),2%,-8%,-10%,-1%,0.6,3.0%,x,i,-20%
COc1ccc(NC(=O)c2cc(-c3cc(F)ccc3OC)n[nH]2)c(OC)c1,14%,-16%,-36%,x,1.1,0.1%,x,u,54%[activator]
COCCNC(=S)N1CCCC(CO)C1 (centres undefined),3%,-16%,10%,-5%,-1.7,-0.2%,-17%,i,-5%
CCOC(=O)C1CCN(C(=O)C2(NC(=O)Nc3ccccc3C)CCCCC2)CC1,4%,-7%,3%,-2%,-1.5,-0.8%,-16%,i,-13%
O=C(O)C1CCC(N2C(=O)C3C4CCC(C4)C3C2=O)CC1 (centres undefined),8%,0%,-1%[11.3 µM],4%,-2.1,-0.1%,2%,u,-1%
CCN(CC)S(=O)(=O)c1ccc(N2CCOCC2)c(NC(=O)c2ccc3c(c2)OCCO3)c1,7%,-3%,4%,-18%,-5.2,0.2%,-4%,u,-16%
CC(Oc1cccc(Br)c1)C(=O)NNC(=O)CCS(=O)(=O)c1ccccc1 (centres undefined),1%,-17%,x,0%,0.4,0.5%,8%,i,-3%
CCOC(=O)N1CCC(NC(=O)c2cnn3c(C(F)(F)F)cc(-c4cccc(OC)c4)nc23)CC1,-16%,-14%,u,0%[1.84 µM],4.5,0.0%,u,i,-25%
Cc1cc(C)c(NC(=O)c2nc3ccccc3nc2N2CCCCC2)c(C)c1,x,2%,0%,-5%,x,-0.7%,x,i,4%
CCOc1ccccc1Nc1nnc(SC(C)C(=O)Nc2nc(-c3ccccc3)cs2)s1 (centres undefined),-3%,-4%,111%[activator],2%,0.1,2.2%,u,i,u
O=C(Cn1ncn2c(cc3cc(F)ccc32)c1=O)NC1CCCCC1,x,3%,9%,-3%,x,-0.7%,4%,i,-26%
O=C(NCc1ccccc1)C1=C[C@H](c2csc3ccccc23)C[C@H](OCc2ccc(CO)cc2)O1,14%,-16%,-37%,-16%,-0.7,2.8%,u,u,u

# Given with each value named: entries from further up
C[C@@H](C(=O)Nc1nc(-c2ccccn2)cs1)N1C(=O)C2CCCCC2C1=O (some centres undefined)
  EPAC2 ag: 2%	HepG2 tox: -8%	ATXN2 expr inh: -10%	A549 viability: -1%	IL-2 act: 0.6	Nrf2 activator: 3.0%	Nrf2 block: x	S2 tox: i	TGFb inhibitor: -20%

COc1ccc(NC(=O)c2cc(-c3cc(F)ccc3OC)n[nH]2)c(OC)c1
  EPAC2 ag: 14%	HepG2 tox: -16%	ATXN2 expr inh: -36%	A549 viability: x	IL-2 act: 1.1	Nrf2 activator: 0.1%	Nrf2 block: x	S2 tox: u	TGFb inhibitor: 54%[activator]

COCCNC(=S)N1CCCC(CO)C1 (centres undefined)
  EPAC2 ag: 3%	HepG2 tox: -16%	ATXN2 expr inh: 10%	A549 viability: -5%	IL-2 act: -1.7	Nrf2 activator: -0.2%	Nrf2 block: -17%	S2 tox: i	TGFb inhibitor: -5%

CCOC(=O)C1CCN(C(=O)C2(NC(=O)Nc3ccccc3C)CCCCC2)CC1
  EPAC2 ag: 4%	HepG2 tox: -7%	ATXN2 expr inh: 3%	A549 viability: -2%	IL-2 act: -1.5	Nrf2 activator: -0.8%	Nrf2 block: -16%	S2 tox: i	TGFb inhibitor: -13%

# (continued)
SMILES,EPAC2 ag,HepG2 tox,ATXN2 expr inh,A549 viability,IL-2 act,Nrf2 activator,Nrf2 block,S2 tox,TGFb inhibitor
CCOc1ccc(NC(=O)C(NC(=O)C2CCC(C)CC2)C(C)C)cc1 (centres undefined),4%,5%&-3%,-4%&10%,6%&1%,-4.5,-1.1%&0.3%,15%,i,12%&10%
COc1ccccc1-c1nnc2sc(C3CCCCC3)nn12,1%,-10%,-8%,-12%,-3.4,0.3%,-29%,i,-24%
CCOc1ccc(NC(=O)CCc2c(C)noc2C)cc1OC,6%,-3%,-32%,-1%,1.6,0.7%,1%,i,-12%
O=C(COC(=O)c1ccccc1C(=O)N1CCN(c2ccccc2)CC1)Nc1ccc(F)cc1,11%,-28%,-3%,-5%,-2.7,0.1%,-29%,i,-15%
CN(C)c1ccc(C=NNC(=O)c2cccnc2)cc1,-1%,-2%,28%,-1%,0.1,4.9%,u,i,u
O=c1cc(Cc2nnc(SCc3ccccc3)n2-c2ccc(Cl)cc2)[nH]c(=O)[nH]1,7%,7%,-3%,5%,1.0,0.1%,1%,i,-1%
CN(C)S(=O)(=O)c1ccc2c(c1)Cc1cc(S(=O)(=O)N(C)C)ccc1-2,-1%,-36%,-26%,4%,3.4,0.1%,-9%,u,2%
O=C(Nc1ccc2c3c(cccc13)CC2)c1ccc(Br)o1,6%,-2%,13%,0%,-5.9,4.0%,u,i,-2%
Clc1ccc(-c2noc(CN3CCN(c4ccccc4)CC3)n2)cc1,19%,3%,-3%,-1%,0.0,-0.4%,u,i,-4%
O=C(O)c1ccc(-c2nc(-c3ccccc3)c(-c3cccs3)[nH]2)cc1,8%,-1%,-2%,-8%,0.3,-0.7%,-15%,i,5%
Cn1c(=NC(=O)C2=NNC(=O)CC2)sc2ccccc21,7%,7%,13%,u,1.6,5.6%,u,i,0%

# Already shown: entries from further up.
SMILES,EPAC2 ag,HepG2 tox,ATXN2 expr inh,A549 viability,IL-2 act,Nrf2 activator,Nrf2 block,S2 tox,TGFb inhibitor
CCOc1ccccc1Nc1nnc(SC(C)C(=O)Nc2nc(-c3ccccc3)cs2)s1 (centres undefined),-3%,-4%,111%[activator],2%,0.1,2.2%,u,i,u
O=C(Cn1ncn2c(cc3cc(F)ccc32)c1=O)NC1CCCCC1,x,3%,9%,-3%,x,-0.7%,4%,i,-26%
